Screens: PubChem, National Center for Advancing Translational Sciences (NCATS)
DT40 TDP1 no CPT: qHTS for Inhibitors of human tyrosyl-DNA phosphodiesterase 1 (TDP1): qHTS in cells in absence of CPT. DT40 Tdp1-/- hTDP1 cells, no CPT, ATP luminescence, 48 h. Potency, µM (titrated, usually from 46.2 µM), for the others: at the top dose activity change, negative = growth inhibition, hits mostly inhibitors. hit rate 15% among 420,000. AID 686978, 2013; note: nearly all actives have a fitted effect of over 55% in size
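Camptothecin absent (DMSO only). Human TDP1-complemented DT40 knockout cells, 400 cells/well, 37 °C for minimum 48 hr; ATP measured via CellTiter-Glo, 30 min dark incubation, luminescence.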
TDP1 inh: inhibitors of human tyrosyl-DNA phosphodiesterase TDP1 | Q9NUW8 | AID 485290 | recombinant TDP1, AlphaScreen DNA substrate cleavage | hit rate 0.28% among 350,000 | Potency, µM (titrated, usually from 130 µM), inactives show at the highest dose activity change, negative = inhibition, usual class: inhibitors; note: nearly all actives have a fitted effect of over 40% in size
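AlphaScreen read-out: signal falls as enzyme removes the 3' tyrosine-FITC from a 5'-biotinylated DNA oligo (15 nM, 5 min, RT). Enzyme was E. coli-made recombinant Tdp1 at 1 nM, exposed to compound for 15 min beforehand; beads 10 ug/ml, 10 min.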
KAT2A inh: GCN5L2 (KAT2A) acetyltransferase inhibition; AID 504327; Potency, µM (series often up to 58.9 µM), inactives show top-dose activity change, negative = inhibition, most hits filed as inhibitors; hit rate 0.21% among 390,000; GCN5L2 HAT assay, ThioGlo1 CoA-SH fluorescence
Target sequence (Q92830 whole entry, looked up): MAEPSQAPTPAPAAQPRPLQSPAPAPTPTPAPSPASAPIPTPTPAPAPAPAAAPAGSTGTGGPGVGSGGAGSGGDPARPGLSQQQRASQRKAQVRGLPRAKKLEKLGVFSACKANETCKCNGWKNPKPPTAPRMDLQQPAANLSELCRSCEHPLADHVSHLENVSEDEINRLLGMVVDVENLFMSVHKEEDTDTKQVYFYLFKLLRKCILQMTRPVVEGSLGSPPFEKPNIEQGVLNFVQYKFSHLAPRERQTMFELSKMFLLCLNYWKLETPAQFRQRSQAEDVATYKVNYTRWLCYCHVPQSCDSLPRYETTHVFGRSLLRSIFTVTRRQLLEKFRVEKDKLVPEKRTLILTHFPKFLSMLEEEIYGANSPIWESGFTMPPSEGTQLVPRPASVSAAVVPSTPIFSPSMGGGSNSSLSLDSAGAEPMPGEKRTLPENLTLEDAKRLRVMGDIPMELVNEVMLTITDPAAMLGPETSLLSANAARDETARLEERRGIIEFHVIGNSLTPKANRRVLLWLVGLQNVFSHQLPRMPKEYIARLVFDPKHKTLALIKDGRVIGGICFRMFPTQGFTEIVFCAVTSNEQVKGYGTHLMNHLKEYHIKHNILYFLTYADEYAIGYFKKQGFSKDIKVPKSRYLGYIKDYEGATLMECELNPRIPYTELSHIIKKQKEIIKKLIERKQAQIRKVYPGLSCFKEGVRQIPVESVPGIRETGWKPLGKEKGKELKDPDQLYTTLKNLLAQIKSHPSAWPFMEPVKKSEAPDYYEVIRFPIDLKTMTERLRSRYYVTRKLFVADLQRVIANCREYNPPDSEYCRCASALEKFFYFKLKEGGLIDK
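Compounds, pin-transferred from DMSO stocks, meet 20nM GCN5L2 for 15 min before the reaction begins with H3(1-25) peptide (75uM) and acetyl-CoA (70uM). Thiol-reactive ThioGlo1 reports CoA release over 20 min at room temperature.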
Numbers without * were called inactive; ? = inconclusive; · = no result given; [ ] = another dose, or the depositor's remark. Calls come from the whole dose curve; as a rule, active = well fitted curve in the direction sought with a large enough effect; inconclusive = small, poorly fitted or top-dose-only effect, or another doubt; inactive = no such curve, though single readings can be large; an effect the other way counts as inactive or inconclusive. % is set by controls: 0 for no effect and ±100 for the full control effect; potency is the fitted concentration of half-maximal effect.

Structure,TDP1 inh,KAT2A inh,DT40 TDP1 no CPT
COc1cccc(NC(=O)c2ccc(CN3CCN(c4ccccc4)CC3)cc2)c1,9%,-10%,18µM*
CC(C)c1nc2cc(Cl)ccc2n(Cc2ccccc2)c1=O,?,-8%,?
O=C1C(Cc2ccccc2)NC(=S)N1Cc1ccccc1 (centres undefined),4%,4%,-3%
CCCCCCN(C(=O)CCCCCN1C(=O)NC(c2ccc(-c3ccccc3)cc2)C(C(=O)OCc2ccccc2)=C1C)C(C(=O)NCCCC)C1CCCCC1 (centres undefined),2%,-2%,·
CC(=O)c1c(C)[nH]c(C(=O)OCC(=O)Nc2ccccc2Cl)c1C,-8%,-11%,15µM*
COc1ccc(NC(=O)O/N=C/c2c(C)nn(C(C)(C)C)c2C)cc1,1%,1%,?
CCN(CC)c1cc(Oc2ccccc2)ncn1,2%,0%,-21%
C=CCN(c1ccc(C(=O)OC)cc1)S(=O)(=O)c1ccccc1,5%,-4%,4%
O=C(N/N=C/C1CC2CCC1C2)C1CC1 (centres undefined),5%,-8%,1%
CCc1nc(SCC(=O)Nc2ccc3c(c2)OCCO3)c2oc3ccccc3c2n1,3%,29%,26µM*
Clc1ccc(/C=N/N2CCCCC2)cc1,-2%,2%,2%
CC(C)OP(=O)(c1ccc(N(C)C)cc1)C(Nc1ccccc1)c1ccccc1 (centres undefined),4%,-5%,?
CC1CCN(S(=O)(=O)c2ccc3c(c2)N(CC(=O)NCCCN2C(C)CCCC2C)C(=O)CO3)CC1 (centres undefined),4%,-9%,12%
Cc1nc(NC(=O)/C=C/c2ccc(Cl)cc2Cl)sc1C(=O)N(C)C,-1%,1%,-28%
CCC(=O)c1ccc(OCC(=O)Nc2ccc3c(c2)OCCO3)cc1,3%,-2%,12µM*
Cc1ccc(NCC(=O)Nc2cccc(S(=O)(=O)N(C)C)c2)c(Cl)c1,7%,0%,?
CC(C(=O)NC(N)=O)N1C(=O)NC(c2ccccc2)(c2ccccc2)C1=O (centres undefined),8%,-6%,-2%
COc1cccc(C2C(C#N)=C(N)N(N(C)C)C3=C2C(=O)CC(C)(C)C3)c1OC (centres undefined),·,2%,11%
C=C(C)C(=O)Nc1cccc(C2=NOC3(C2)C[C@@H](C(N)=O)N(C(=O)c2ccc(Cl)cc2)C3)c1 (some centres undefined),13µM*,4%,-6%
COc1ccc(/C=N/Nc2ccccn2)cc1OC,7%,-7%,16µM*
COc1ccc(NC(=O)c2ccc(NCCN3C(=O)CCC3=O)c([N+](=O)[O-])c2)cc1,-13%,-2%,-14%
CC(=O)c1ccc(NC(=O)CN2C(=O)NC(C)(c3ccc4c(c3)OCCO4)C2=O)cc1 (centres undefined),1%,-2%,?
CCOc1cc(C2C(C(=O)OC)=C(C)NC3=C2C(=O)c2ccccc23)c(Br)cc1O (centres undefined),8%,-8%,18µM*
O=C(NNC(=O)c1cc(-c2ccccc2)nc2ccccc12)c1csc(N2CCOCC2)n1,·,-6%,?
COc1cccc(CNS(=O)(=O)c2cccc(S(=O)(=O)N3CCOCC3)c2)c1,-4%,1%,-10%
CCOC(=O)C1CCC(CN(Cc2ccccc2C)S(=O)(=O)c2ccc([N+](=O)[O-])cc2)CC1 (centres undefined),8%,-5%,?
CC(C)c1ccc(NC2CCCN(C(=O)c3cnc4ccccn4c3=O)C2)cc1 (centres undefined),3%,-15%,9%
CCOc1ccc(C(=O)c2cn(Cc3ccc(OC)cc3)c3cc(OC)c(OC)cc3c2=O)cc1,5%,-18%,18µM*
CN(C)S(=O)(=O)c1ccc(C(=O)Nc2cccc(S(=O)(=O)NC3=NCCC3)c2)cc1,-6%,-7%,17%
Cc1ccccc1NC(=O)CSc1nc(-c2cccs2)nc2cc(=O)[nH]n12,?,-9%,1%

Following part:
Structure,TDP1 inh,KAT2A inh,DT40 TDP1 no CPT
CCc1cc(-c2n[nH]c(CCC(=O)O)c2-c2nc3ccccc3n2C)c(O)cc1O,0%,-2%,6%
CCC(=O)N1CCC2(CC1)Oc1ccc(F)cc1C(=O)C21CC(c2ccc(Cl)cc2)=NO1 (centres undefined),4%,1%,26µM*
CCCNC(=O)c1cnc2sc(N3CCCCC3)nn2c1=O,-5%,0%,-16%
O=C(NCc1ccco1)c1cc2n(n1)C(C(F)(F)F)CC(c1ccc(Br)cc1)N2 (centres undefined),8%,-2%,?
Cc1cccc(-n2cnc3cc(C(=O)N4CCc5ccccc54)ccc32)c1,6%,-2%,?
O=C(Cn1cc(C(=O)c2ccco2)c2ccccc21)Nc1ccccc1F,5%,-8%,?
O=C(CCS(=O)(=O)c1cccs1)Nc1ccc(C(=O)Nc2ccccc2F)cc1,-4%,19%,-11%
Cc1ccc(N(CC(=O)NCc2ccccc2)C(=O)CCC(=O)Nc2ccccn2)cc1C,8%,-4%,-24%
Cc1ccc2nc(/C(C#N)=C/c3ccccc3F)[nH]c2c1,-2%[12.3 µM],-12%,18µM*
O=C(CN1CCOCC1)NNc1c2ccccc2nc2ccccc12,·,-4%,-29%
COCCCn1c(=O)c2sccc2n2c(CCCC(=O)NCC3CCCO3)nnc12 (centres undefined),2%,-20%,2%
CC1CCC2C(C)C3C(CC4[C@@H]5CC=C6C[C@@H](O)CC[C@]6(C)C5CC[C@]34C)N2C1 (some centres undefined),5%,2%,·
COc1cc(NC(=O)c2cc(-c3ccccc3O)no2)cc(OC)c1OC,3%,-19%,1.6µM*
CN(CCc1ccccn1)C(=O)CCC1CCCN(Cc2ccccc2OC(F)F)C1 (centres undefined),-5%,?,-11%
Cc1ccc(NC(=O)OC(C)CNC(=O)Oc2cccc(C)c2)cc1 (centres undefined),1%,3%,-8%
CCCCSCCCNC(=O)c1ccc(CS(=O)(=O)c2ccccc2OC)o1,·,17%,?
Cc1ccccc1-n1nnnc1SCc1csc(-c2ccccc2)n1,·,-6%,-14%
CC(C)CNc1ncnc2onc(-c3ccc(Cl)cc3)c12,4%,-3%,-25%
C/C(=C\COc1ccc2ccc(=O)oc2c1)CC[C@@H](O)C(C)(C)O,1%,-1%,-15%
COCCNC(=O)C(=O)NNC(=O)COc1ccc(OC)cc1,3%,?,-7%
CCOC(=O)c1c(NC(=O)CC)sc2c1CCN(Cc1ccccc1)C2,·,?,?
CC(/C=N/NC(=O)c1cccc([N+](=O)[O-])c1)=C\c1ccccc1,2%,-2%,2%
COc1cccc(/C=N/NC(=O)CO/N=C(\C)c2cccs2)c1OC,5%,-10%,-1%
Cc1cc(Cl)c(OCCN2C(=O)NC(C)(C)C2=O)c(Br)c1,0%,-8%,-23%
CCOC(=O)c1ccccc1NC(=O)Cc1ccc(OC)c(S(=O)(=O)N2CCOCC2)c1,1%,-2%,?
O=[N+]([O-])c1ccc(OCc2cnc(Cl)s2)c([N+](=O)[O-])c1,5%,-3%,?
CCOc1ccc(NC(=O)CCC(=O)c2ccc(F)cc2)cc1,1%,?,-2%
CS(=O)(=O)N(Cc1ccc(C(=O)NCc2ccco2)cc1)c1ccccc1,4%,-28%,-16%
COc1ccc(C(C(=O)NC(C)(C)C)N(Cc2ccc(C)cc2)C(=O)CCC(=O)Nc2cc(C)on2)cc1 (centres undefined),8%,-9%,?
Cc1cc(N2CCC(C)CC2)nc2cccc(O)c12,5%,1%,?

Reprinted at random: five compounds from above
Structure,TDP1 inh,KAT2A inh,DT40 TDP1 no CPT
Cc1ccc(NC(=O)OC(C)CNC(=O)Oc2cccc(C)c2)cc1 (centres undefined),1%,3%,-8%
O=C(CN1CCOCC1)NNc1c2ccccc2nc2ccccc12,·,-4%,-29%
CCOc1ccc(NC(=O)CCC(=O)c2ccc(F)cc2)cc1,1%,?,-2%
CCOC(=O)c1c(NC(=O)CC)sc2c1CCN(Cc1ccccc1)C2,·,?,?
Cc1ccc(N(CC(=O)NCc2ccccc2)C(=O)CCC(=O)Nc2ccccn2)cc1C,8%,-4%,-24%

Full records from above. Order of screens: TDP1 inh, KAT2A inh, DT40 TDP1 no CPT
COc1ccc(C(C(=O)NC(C)(C)C)N(Cc2ccc(C)cc2)C(=O)CCC(=O)Nc2cc(C)on2)cc1 (centres undefined) is listed with 8%, -9%, ?
O=C(CCS(=O)(=O)c1cccs1)Nc1ccc(C(=O)Nc2ccccc2F)cc1 is listed with -4%, 19%, -11%

Additional entries.
Structure,TDP1 inh,KAT2A inh,DT40 TDP1 no CPT
Nn1cnnc1SCC(=O)Nc1ccc(C2CCCCC2)cc1,-1%,-3%,-12%
C[C@]12CC[C@@H]3c4ccc(O[C@@H]5O[C@H](C(=O)O)[C@@H](O)[C@H](O)[C@H]5O)cc4CC[C@H]3[C@@H]1C[C@@H](O)[C@@H]2O,·,-15%,3%
CCC(=O)N1CCc2cc(Br)cc(S(=O)(=O)CCC(=O)N3CCN(c4cccc(C)c4)C(C)C3)c21 (centres undefined),6%,-9%,?
CC(=O)N1c2ccccc2C(=O)C1N(C)c1ccc(C)cc1 (centres undefined),·,-2%,?
O=C(Cn1nnc(-c2ccccc2)n1)NNC(=O)c1ccccc1,-1%,-8%,6%
CC(C)CC(C(=O)O)C(C)CC(=O)Nc1ccn(-c2ccccc2)n1 (centres undefined),4%[56.1 µM],-7%,-14%
CC1CCCC(C)N1C(=O)COC(=O)c1cncc(Br)c1 (centres undefined),0%,-5%,-8%
N#CCSc1nnc(Cc2cccc3ccccc23)n1C1CCCCC1,4%,2%,-20%
Cc1c(C(=O)Nc2ccncc2)oc2ccccc12,-7%,1%,21µM*
CCCn1c(=O)c(C(=O)OCC)c(O)c2cc(Br)ccc21,-11%,-3%,-51%
COc1ccc(Nc2ncnc3nc[nH]c23)cc1OC,9%,1%,?
CCOCCCNC(=O)c1ccc(CS(=O)(=O)c2cccc(C(F)(F)F)c2)o1,·,-4%,7%
CC(=O)OCC1=C(C(=O)O)N2C(=O)C(NC(=O)CSc3ccncc3)[C@@H]2SC1 (some centres undefined),14µM*,1%,-6%
CCCCn1c(N)c(-c2nc3ccccc3o2)c2c([N+](=O)[O-])nn(C)c(=O)c21,1%,-17%,17%
CC(NC(=O)c1ccco1)c1ccc(-n2ccnc2)cc1 (centres undefined),0%,-8%,?
CCOC(=O)C1=C(N)OC2=C(C(=O)CC(C)C2)C1c1cccnc1 (centres undefined),0%,-4%,-19%
Cn1c(=O)n(CCO)c(=O)c2c1nc(Br)n2Cc1ccccc1,·,3%,?
CSc1ccc(/C=C/C(=O)c2ccc(NC(=O)C(C)C)cc2)cc1,7%,-22%,?
Cc1ccc(C(=O)NNC2CC(=O)N(c3ccc4c(c3)OCCO4)C2=O)cc1 (centres undefined),5%,-2%,1%
O=C(c1nc2ccccc2[nH]1)c1ccccc1[N+](=O)[O-],0%,3%,-21%
Cc1cccc(-n2c(-c3ccncc3)n[nH]c2=S)c1,0%,-8%,-29%
CCOC(=O)c1nn(-c2ccc(Cl)cc2)c2nc(CC)c(C#N)c(=O)n12,-5%,-4%,-15%
CCN(CC)c1ccc(C2=NNC(=O)CC2C)cc1[N+](=O)[O-] (centres undefined),8%,-7%,?
CCn1c(SCC(=O)NC2CCCC2)nnc1C(C)NC(=O)c1ccccc1Br (centres undefined),·,2%,0%
CCc1nnc(NC(=O)CSc2nc(SC)ns2)s1,4%,-5%,-25%
COc1ccc2sc3ccccc3c(=O)c2c1OC,0%,-1%,?
COc1ccc(-c2cc(C(=O)OCC(=O)Nc3cc(C)on3)c3ccccc3n2)cc1OC,4%,-15%,-18%
O=C(NNC(=O)C1CC=CCC1)c1ccccc1Cl (centres undefined),2%,-3%,1%
C[C@H](CCC(=O)NCC(=O)O)C1CC[C@H]2[C@H]3C(C[C@H](O)[C@]12C)[C@@]1(C)CC[C@@H](O)C[C@H]1C[C@H]3O (some centres undefined),7%,2%,7%
CCCc1nnc(NC(=O)c2nc(S(=O)(=O)Cc3cccc(C)c3)ncc2Cl)s1,5%,-4%,?

Not all compounds are listed; count on the stated rates, not on these rows.
